Compound activity from PubChem BioAssay.
DRD3 antagonist = antagonists of human D3 dopamine receptor | P35462 | D3R cells, DiscoveRx beta-arrestin luminescence, antagonist mode; hits give low values | max response, negative = inhibition, % | 360,000 tested, 2.5% active | AID 652054; in the data active = max response below about -50%; inconclusive = no clear call, values can overlap the other calls; also: % is scaled to controls: 0 for no effect and ±100 for the full control effect; mostly tested at two doses, the higher about 12 µM
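Cells expressing the human receptor were seeded at 1500 cells/well, incubated overnight at 37 degrees C in 5% CO2, then exposed to library compounds with dopamine controls for 90 minutes at 37 degrees C before luminescent detection.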
GLP-1R inv ag = inverse agonists of human GLP-1 receptor; Potency, µM (titrated, usually from 38.3 µM), for inactives: top-dose activity change, negative = inhibition, actives largely listed as inhibitors; AID 624417; 410,000 tested, 1.6% active; HEK293 GLP-1R CRE-luciferase, luminescence, 24 h; GLP-1R form is constitutively active; P43220; also: potency is read from the fitted curve at half-maximal effect; % is scaled to controls: 0 for no effect and ±100 for the full control effect; nearly all actives have a fitted effect of over 55% in size
Target sequence (P43220 whole entry, looked up): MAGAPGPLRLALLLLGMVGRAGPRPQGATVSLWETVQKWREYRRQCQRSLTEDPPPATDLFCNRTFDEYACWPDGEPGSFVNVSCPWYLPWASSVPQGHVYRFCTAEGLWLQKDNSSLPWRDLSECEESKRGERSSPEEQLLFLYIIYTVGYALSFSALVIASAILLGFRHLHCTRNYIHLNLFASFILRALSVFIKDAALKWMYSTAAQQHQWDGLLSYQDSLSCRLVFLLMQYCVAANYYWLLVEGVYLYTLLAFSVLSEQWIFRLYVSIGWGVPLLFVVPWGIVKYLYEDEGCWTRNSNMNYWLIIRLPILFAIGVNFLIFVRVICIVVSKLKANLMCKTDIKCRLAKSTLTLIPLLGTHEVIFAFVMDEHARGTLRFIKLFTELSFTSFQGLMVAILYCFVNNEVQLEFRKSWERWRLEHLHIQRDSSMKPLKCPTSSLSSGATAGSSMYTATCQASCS
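Assay principle: reduced luminescence from a cAMP-responsive reporter in HEK293 cells co-expressing a constitutively active GLP-1R. Conditions: 24 hr compound incubation, 37 deg C, 5% CO2.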
FUS yeast rescue = FUS proteinopathy suppression in yeast; S. cerevisiae FUS-expressing, growth rescue, OD600, 24 h; Potency, µM (series often up to 76.6 µM), inactives show at the top dose growth rescue (activation), actives largely listed as activators; 390,000 tested, 0.24% active;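 also: potency is read from the fitted curve at half-maximal effect; plate controls were DMSO vehicle for no effect and reference control for full effect; nearly all actives have a fitted effect of over 55% in size; some results filed as inactive show a strong effect at the top dose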
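Yeast expressing FUS under galactose induction, OD 0.005 in 2% galactose medium; compounds in a dilution series, 24 h at 30C. Growth rescue by absorbance at 600 nm; CP55940 positive control, DMSO negative.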
Akt phos inh = blocks phosphorylation of Akt. activity change, % for hits at 50 µM. AID 651550. Neuro2A IGF-stimulated pAkt S473 HTRF, 20 min; hits give low values. 360,000 tested, 0.32% active; in the data active = activity change below about -80%; inconclusive = mostly about -51% to -80%; also: % is scaled to controls: 0 for no effect and ±100 for the full control effect
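Single-point screen (50 µM final compound) in Neuro2A cells stimulated 20 min with 6 nM IGF at 37 deg C. After lysis, Ser473-phosphorylated Akt read by HTRF (ex 330 nm, em 615/665 nm) as the 665/615 ratio.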
GLP1R ag = activates the human GLP-1 receptor | P43220 | HEK293 GLP-1R CRE-luciferase, luminescence, 4-6 h; cells express a hypersensitive GLP-1R form | Potency, µM (doses to about 45.6 µM), without a hit: at the highest dose activation, actives largely listed as activators | 380,000 tested, 0.007% active | AID 624172; also: potency is read from the fitted curve at half-maximal effect; % of control where 0% means no effect
aSyn rescue = rescues yeast growth from alpha-synuclein toxicity; Yeast expressing alpha-synuclein, growth rescue, BacTiter-Glo, 24 h; Potency, µM (titrated, usually from 46.1 µM), inactives show at the highest dose growth rescue (activation), usual class: activators; 370,000 tested, 0.14% active; also: potency is read from the fitted curve at half-maximal effect; % of control where 0% means no effect; nearly all actives have a fitted effect of over 65% in size
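Readout is rescue of growth in alpha-synuclein-expressing yeast, so inhibitors of toxicity appear as activators. Growth after 24 hr at 30 deg C in galactose medium is quantified by luminescence.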
Abeta yeast res = A-beta toxicity reversal in yeast | yeast expressing A-beta42, growth rescue, OD600, 48 h; response scale: 0% DMSO, 100% iron-clioquinol control | Potency, µM (doses to about 46.1 µM), for the others: at the highest dose growth rescue, hits mostly activators | 410,000 tested, 0.063% active; also: potency is read from the fitted curve at half-maximal effect; nearly all actives have a fitted effect of over 55% in size
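Yeast A-beta toxicity model in growth medium with pinned compounds, 48 h at 30 C; growth read as absorbance at 600 nm. Normalized to FeCl3/clioquinol equimolar mix (positive) and DMSO (negative).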
PTHR1 agonist = PTHR1 (human) receptor agonism | HEK293 GP2 PTHR1 cells, GloSensor cAMP luminescence, 1 h | Potency, µM (top dose mostly 115 µM), inactives show at the highest dose activation, actives largely listed as activators | 410,000 tested, 0.075% active | AID 743266; also: potency is read from the fitted curve at half-maximal effect; nearly all actives have a fitted effect of over 55% in size; some results filed as inactive show a strong effect at the top dose; inactives centre near -15; many of its hits are not listed in these tables
Target sequence (Q03431 whole entry, looked up): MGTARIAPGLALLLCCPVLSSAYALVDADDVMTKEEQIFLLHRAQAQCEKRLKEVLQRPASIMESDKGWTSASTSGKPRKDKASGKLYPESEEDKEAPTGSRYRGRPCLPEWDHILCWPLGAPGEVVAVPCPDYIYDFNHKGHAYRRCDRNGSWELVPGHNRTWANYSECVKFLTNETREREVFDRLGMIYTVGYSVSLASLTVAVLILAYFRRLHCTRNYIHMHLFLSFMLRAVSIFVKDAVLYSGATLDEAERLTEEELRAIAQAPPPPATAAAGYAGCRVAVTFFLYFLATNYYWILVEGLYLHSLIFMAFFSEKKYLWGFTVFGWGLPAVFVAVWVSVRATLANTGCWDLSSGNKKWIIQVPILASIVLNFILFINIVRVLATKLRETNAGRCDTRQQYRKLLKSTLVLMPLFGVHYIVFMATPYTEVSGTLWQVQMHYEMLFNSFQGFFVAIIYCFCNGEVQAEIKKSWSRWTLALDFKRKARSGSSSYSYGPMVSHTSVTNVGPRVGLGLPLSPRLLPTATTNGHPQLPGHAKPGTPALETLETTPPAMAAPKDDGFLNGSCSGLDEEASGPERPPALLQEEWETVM
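HEK-293-derived GP2 cells expressing PTHR1 and a GloSensor cAMP reporter, 3,000/well, plated overnight, given luciferin plus IBMX (each 0.5 mM as added) for 1 h at 37 °C, then compound for 1 h at 37 °C. Luminescence was read after 15 min at room temperature.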
TDP-43 yeast inh = rescues yeast growth from TDP-43 toxicity; TDP-43 expressing yeast growth rescue, BacTiter-Glo, 24 h; Potency, µM (top dose mostly 46.1 µM), inactives show at the highest dose growth rescue (activation), most hits filed as activators; 410,000 tested, 1.8% active; AID 652104; also: potency is read from the fitted curve at half-maximal effect; % of control where 0% means no effect; nearly all actives have a fitted effect of over 50% in size
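Growth rescue of TDP-43-toxic yeast measured as ATP luminescence (BacTiter-Glo). Cells grown to mid-log in raffinose, induced in galactose at OD600=0.02, exposed to compound 24 hr at 30 deg C.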
* = called active by the depositor; i = inactive; ? = inconclusive; nt = not tested or not shown; [ ] = dose if it differs, or a comment. Unless noted, calls follow the shape of the dose curve; as a rule, active = well fitted curve in the direction sought with a large enough effect; inconclusive = small, poorly fitted or top-dose-only effect, or another doubt; inactive = no such curve, though single readings can be large; an effect the other way counts as inactive or inconclusive. Not all compounds are listed, so the mix of outcomes need not match the whole.

SMILES	DRD3 antagonist	GLP-1R inv ag	FUS yeast rescue	Akt phos inh	GLP1R ag	aSyn rescue	Abeta yeast res	PTHR1 agonist	TDP-43 yeast inh
COc1cc(OC)nc(Nc2nc(C(N)Cc3ccc(C(F)(F)F)cc3)cs2)n1 (stereo unspecified)	0	?	27%	i	-26%	-31%[inhibitor]	-9%	-15%	4%
CCN(CC)C(=O)c1sc2c(c1C)c(=O)n(CCc1ccccc1)c(=O)n2Cc1cccc(Cl)c1	nt	?	?	nt	nt	nt	1%	-67%[inhibitor]	0%
O=c1cc(C(F)(F)F)[nH]c2ccc(OC(F)(F)F)cc12	30	?	-4%	i	-3%	-30%	-38%[inhibitor]	-29%	-16%
CC(C)(C)OC(=O)N[C@@H](Cc1ccccc1)c1nnc(S(=O)(=O)Cc2cccc(F)c2)o1	-4	?	-9%	i	-1%	-8%	-30%[inhibitor]	-16%[57.5 µM]	5µM*
COn1c(-c2ccc(Cl)cc2)nc2ccc(Cl)cc21	50	-23%	31%	i	1%	-21%	-26%	-8%[57.5 µM]	?
COc1cc(OC)c(C(=O)OCC(=O)NC2CCCCCCC2)cc1OC	1	2%	nt	i	?	9%	-9%	-6%	0%
N/C(=N\OC(=O)CSc1ccccc1)c1cccc([N+](=O)[O-])c1	-5	?	21%	i	20%	-1%	20%	i	20µM*
CC(=O)N(Cc1cc2c(C)cc(C)cc2[nH]c1=O)C1CCCCC1	-19	-11%	-6%	i	9%	5%	-7%	-10%[57.5 µM]	-1%
COC(=O)c1sc(-c2ccccc2)cc1NC(=O)Nc1ccc(Cl)cc1	nt	-4%	-22%	nt	nt	nt	-18%	i	-8%
O=C(COC(=O)c1cccnc1Cl)NCc1ccc2c(c1)OCO2	?	15%	nt	i	-9%	-1%	-12%	i	8%
O=C(NC(=S)N1CCN(Cc2ccccc2)CC1)c1ccco1	8	7%	12%	i	1%	2%	13%	-3%	-11%[0.397 µM]
CCOc1ccc(N2C(=O)/C(=C\c3ccc(OC)c(O)c3)S(=O)(=O)C2c2cccc([N+](=O)[O-])c2)cc1 (stereo unspecified)	-7	19%	25%	i	-2%	-58%[inhibitor]	25%	-30%	?
CCOC(=O)c1cnn(-c2nc(-c3ccccc3)nc3c2COC(C)(C)C3)c1N	0	10%	-10%	i	0%	-1%	-1%	i	2%
Cc1nn(-c2ccccc2)c(C)c1C(=O)OCC(=O)Nc1ccccc1	1	-27%	nt	i	24%	0%	-18%	-22%	16%
Fc1ccc2[nH]c3c(N4CCN(Cc5ccc6c(c5)OCO6)CC4)ncnc3c2c1	-27	?	24%	i	-24%	-11%	8%	-90%[inhibitor][57.5 µM]	0%
Cc1cc(=O)oc2cc(OCC(=O)NCC3CCCO3)ccc12 (stereo unspecified)	-24	23%	-29%	i	-3%	-12%	4%	-17%	-6%
COc1cc(C(=O)N2CCC3(CC2)NCCc2[nH]cnc23)cc(OC)c1OC	-4	4%	-5%	i	-3%	-5%	5%	i	-7%
CC1CCCC(C)N1C(=O)COC(=O)c1cc(F)c(F)cc1Cl (stereo unspecified)	7	-27%	6%	i	-1%	3%[1.84 µM]	-1%	-17%	-16%
CC1(C(=O)NCc2ccccc2)CSCC(=O)N1C1CCN(Cc2ccccc2)CC1 (stereo unspecified)	-17	-15%	-2%	i	nt	10%	-14%	12%	-10%
COc1ccc(NCC(=O)n2c(C)c(C)c3ccccc32)cc1	1	-6%[7.66 µM]	10%	i	-1%	-15%	15%	i	?
O=C(N/N=C/c1c[nH]c2ccccc12)c1ccc(Br)cc1	-2	?	17%	i	19%	-8%	-2%	-2%	-19%[1.82 µM]
C=C1C(=O)[C@@]23[C@H](O)C[C@@H]4C(C)(C)CC[C@H](O)[C@@]4(C)[C@@H]2CC[C@@H]1[C@H]3O	-57*	?	-21%	i	-10%	-5%	8%	-48%[inhibitor]	5%
COC(=O)[C@@]1(Cc2ccc(OC)cc2)[C@H]2c3cc(C(=O)N4CCCC4)n(Cc4c(CO)[nH]cc(C)c4=O)c3C[C@H]2CN1C(=O)c1ccccc1	-5	41%[activator]	33%	i	15%	10%	0%	i	12%
Cn1c(=O)c2cc(NC(=O)CCc3cccc(Cl)c3)ccc2n1Cc1cccc(C(F)(F)F)c1	2	12%	-7%	i	8%	1%	-13%	-5%	?
CCc1noc(C)c1C(=O)NNC(=O)c1ccccc1F	-10	37%	16%	i	5%	-7%	-4%	-5%	-25%
Cc1nn(CC(=O)Nc2cc(F)ccc2F)c(=O)c2cccn12	nt	2%	-2%	nt	nt	nt	-7%	?	5%
CC(=O)[C@H]1CC[C@@H](c2ccccc2)N(S(=O)(=O)c2ccc(C)cc2)C1	6	4%	20%	i	nt	0%	-9%	-26%	5%
CCC(=O)N1CCc2cc(S(=O)(=O)NC(CC(C)C)C(=O)NCc3ccc(F)cc3)ccc21 (stereo unspecified)	nt	-5%	2%	nt	nt	nt	-4%	i	11%
CC1CCCCN1CCCNc1ccc(C(CC(N)=O)NC(=O)c2ccccc2)cc1[N+](=O)[O-] (stereo unspecified)	-8	-5%	-10%	i	4%	-1%	-1%	-19%	9%
Cc1c(Br)c(C(=O)NCc2cc3cc(Cl)ccc3[nH]2)nn1C	3	?	26%	i	15%	10%	6%	-46%[inhibitor]	?
Cc1ccc(-n2ncc3c(NCCC4=CCCCC4)ncnc32)cc1	nt	-21%	-8%	nt	nt	nt	-4%	-38%	12%
COc1ccc(CCNC(=O)c2cccnc2SC)cc1	1	9%	-16%	i	0%	1%	-3%	i	5%
Cn1c(=O)c2[nH]c(NN=Cc3cccc(Br)c3)nc2n(C)c1=O	33	?	23%	i	9%	-8%	1%	i	-13%
CC(=O)N1CCOc2ccc(S(=O)(=O)NCc3ccc(F)cc3)cc21	14	11%	8%	i	0%	-2%	16%	-34%[inhibitor]	12%
COc1ccc(Br)cc1CNC(=O)CN1C(=O)c2cccnc2Oc2ccc(C)cc21	nt	-33%	12%	nt	nt	nt	-12%	i	14%
Oc1ccccc1C=NNC(=S)NC1CC2C=CC1C2 (stereo unspecified)	6	?	-1%	i	17%	?	?	-31%	13µM*
COc1ccc(CC(=O)Nc2ccc(S(=O)(=O)N(C)C)cc2)cc1OC	-2	-1%	1%	i	-1%	-3%	-11%	i	-12%
CC(C)OCCCn1c(=O)c2ccccc2n2c(-c3ccccc3)nnc12	nt	4%	1%	nt	nt	nt	-11%	i	-5%
COc1ccc(C(=O)Nc2ccc3oc(-c4cccc(F)c4)nc3c2)cc1OC	-26	-3%	-8%	i	1%	0%	-5%	i	13%
Cc1ccc(S(=O)(=O)NC(=O)C2(C)CCN2C(=O)C2(c3ccc(Cl)cc3)CC2)cc1 (stereo unspecified)	0	?	16%	i	-2%	9%	3%	-12%	?
CCOC(=O)C1CCCN(C(=O)CNC(=O)c2ccc(Br)o2)C1 (stereo unspecified)	5	-5%	-29%	i	-2%	27%	1%	40%	2%
Cc1ccc(N(C(=O)c2csnn2)C(C(=O)NC2CCCCC2)c2ccncc2)cc1 (stereo unspecified)	4	3%	5%	i	0%	3%	-8%	-1%	-10%
COc1ccc(-c2nc3c(c(SCC(=O)Nc4ccccc4OC)n2)Cc2cccc(C)c2O3)cc1	nt	1%	-7%	nt	nt	nt	-13%	0%	14%
CCOC(=O)C1=C(O)/C(=C/N(C)C)N=C1C	-8	16%	?	i	-30%[inhibitor]	-5%	3%	i	-16%
Cc1csc(N/N=C\c2cccnc2)n1	-12	-2%	3%	i	10%	-1%	-11%	-22%	13%
Fc1ccc(Oc2ncccn2)c(F)c1	0	2%	-8%	i	10%	6%	-5%	-20%	-8%[0.397 µM]
O=C(Nc1ccn(CCCN(CCCn2ccc(NC(=O)OCc3ccccc3)nc2=O)CCc2cc3ccccc3[nH]2)c(=O)n1)OCc1ccccc1	-6	-16%	28%	i	15%	nt	-22%	3%	0%
O=C(c1ccco1)N(Cc1ccc2c(c1)OCO2)Cc1cc2cc3c(cc2[nH]c1=O)OCO3	25	3%	29%	i	-2%	-1%	-4%	i	-17%
Cc1ccc([C@H]2C[C@H](O)[C@@H](n3cc(-c4ccc(F)cc4)nn3)CN2C(=O)c2cccs2)cc1	?	?	35%	i	6%	0%	-9%	-13%	0%
NCC(=O)NNC(=O)OCC1c2ccccc2-c2ccccc21	-3	-17%	-6%	i	6%	-7%	-5%	i	-20%
NS(=O)(=O)c1ccc(NC(=O)Nc2ccccc2)cc1	4	-12%	-10%	i	9%	3%	-14%	i	11%
CCCCNC(C(=O)Nc1ccc(Cl)c([N+](=O)[O-])c1)c1ccccc1 (stereo unspecified)	-23	?	5%	i	-16%	3%	5%	i	11%
CC1CCCCC12NC(=O)N(CC(=O)N1CCN(S(=O)(=O)c3cccs3)CC1)C2=O (stereo unspecified)	4	-5%	-3%	i	2%	-3%	5%	-15%	-28%
Cc1cc(C)cc(OC2CCCCC2NS(=O)(=O)c2ccccc2)c1 (stereo unspecified)	2	?	25%	i	17%	15%	-6%	-9%	?
O=C(CCS(=O)(=O)Cc1ccccc1)Nc1ccc2c(c1)OCCO2	?	16%	11%	i	1%	4%	0%	i	29%
Cc1ccc(Cl)c(NC(=O)COC(=O)CNS(=O)(=O)/C=C/c2ccccc2)c1Cl	-8	11%	19%	i	-3%	0%	2%	-12%	3%
